# High-throughput results as filed in PubChem BioAssay.
# G9a inh = blocks human histone lysine methyltransferase G9a; Q96KQ7; G9a H3K9 monomethylation, AlphaScreen, 2 h; Potency, µM (series often up to 102 µM), without a hit: at the highest dose activity, negative = inhibition, usual class: inhibitors; 350,000 compounds, 8.8% hits; AID 504332; also: potency is read from the fitted curve at half-maximal effect; % is scaled to controls: 0 for no effect and ±100 for the full control effect; nearly all actives have a fitted effect of over 75% in size
# Target sequence (Q96KQ7 913-1193 limits assumed): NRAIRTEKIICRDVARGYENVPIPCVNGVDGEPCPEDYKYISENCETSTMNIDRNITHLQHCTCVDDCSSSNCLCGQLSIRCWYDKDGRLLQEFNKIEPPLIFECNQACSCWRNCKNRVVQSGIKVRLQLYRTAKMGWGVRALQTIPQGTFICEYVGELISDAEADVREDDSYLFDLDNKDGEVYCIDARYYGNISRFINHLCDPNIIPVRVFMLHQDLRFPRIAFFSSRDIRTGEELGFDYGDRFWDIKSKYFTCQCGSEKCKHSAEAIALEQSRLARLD
#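 Using a bead-based AlphaScreen, monomethylated H3K9 product from 2 h room-temperature reactions (G9a 20 nM, peptide 500 nM, SAM 20 uM) was detected with 0.5 ug/mL rabbit anti-H3K9me1 antibody.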
# BAZ2B inh = BAZ2B (human) inhibition. AlphaScreen BAZ2B-H3K14Ac peptide displacement. Potency, µM (highest dose often 114 µM), for the others: at the highest dose activity change, negative = inhibition, most hits filed as inhibitors. 360,000 compounds, 4.4% hits; also: potency is read from the fitted curve at half-maximal effect; % is scaled to controls: 0 for no effect and ±100 for the full control effect; nearly all actives have a fitted effect of over 60% in size
#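 BAZ2B (50 nM) with biotin-H3(5-23)K14Ac peptide (50 nM) in PBS pH 7.4, 0.01% Tween-20, preformed 30 min, then compound 30 min at room temperature; top concentration 110uM. AlphaScreen streptavidin donor/nickel chelate acceptor beads (10 ug/mL final), 20 min dark, signal read.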
# ERG Ets-DNA blk = blocks human ERG Ets domain binding to DNA | fluorescence polarization, His-ERG Ets domain / labelled DNA | Potency, µM (doses to about 76.9 µM), for the others: at the highest dose FP activity, negative = inhibition, most hits filed as inhibitors | 370,000 compounds, 0.028% hits; active = well fitted inhibition curve with a large enough effect in the polarisation, with a control signal flat; inconclusive = small, poorly fitted or top-dose-only effect, or effect the other way, or a change in a side signal; inactive = no such curve, though single readings can be large or run the other way; the % refers to the polarisation;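 also: polarization taken with two DNA probes labelled with fluorescein and Texas red; potency is read from the fitted curve at half-maximal effect; % of control where 0% means no effect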
#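 His-tagged ERG Ets domain (1 uM in the protein solution; 300mM KCl, 50mM Tris-HCl, 1mM EDTA, 1mM DTT, pH 7.5) received compound, then a probe mix of 5 nM fluorescein-DNA and 100nM Texas-615-DNA. Fluorescence polarization was read for both dyes.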
# GLS inhibitor = inhibitors of human glutaminase (GLS). GLS enzymatic activity, qHTS titration. Potency, µM (doses to about 45.5 µM), for the others: at the top dose activity change, negative = inhibition, actives largely listed as inhibitors. 410,000 compounds, 0.21% hits. AID 624170; also: potency is read from the fitted curve at half-maximal effect; % is scaled to controls: 0 for no effect and ±100 for the full control effect
# Target sequence (O94925 whole entry, looked up): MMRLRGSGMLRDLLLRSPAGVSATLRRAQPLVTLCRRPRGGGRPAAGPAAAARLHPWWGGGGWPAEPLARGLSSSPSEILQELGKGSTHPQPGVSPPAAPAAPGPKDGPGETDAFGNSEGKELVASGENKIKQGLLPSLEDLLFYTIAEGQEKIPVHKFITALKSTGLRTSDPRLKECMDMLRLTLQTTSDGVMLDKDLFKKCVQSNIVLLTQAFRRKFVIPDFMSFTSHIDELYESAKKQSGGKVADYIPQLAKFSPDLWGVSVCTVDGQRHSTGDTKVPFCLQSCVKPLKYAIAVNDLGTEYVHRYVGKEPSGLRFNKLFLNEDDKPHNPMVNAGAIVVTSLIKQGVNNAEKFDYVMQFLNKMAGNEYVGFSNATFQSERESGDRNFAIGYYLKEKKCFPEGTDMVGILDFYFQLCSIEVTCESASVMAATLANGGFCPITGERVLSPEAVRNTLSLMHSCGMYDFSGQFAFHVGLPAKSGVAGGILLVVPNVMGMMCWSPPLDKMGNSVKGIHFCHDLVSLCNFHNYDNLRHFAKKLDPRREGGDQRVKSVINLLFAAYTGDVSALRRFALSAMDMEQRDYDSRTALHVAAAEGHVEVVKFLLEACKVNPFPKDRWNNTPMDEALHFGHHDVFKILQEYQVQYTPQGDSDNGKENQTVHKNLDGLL
#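 Glutamate formation by hKGA was monitored fluorometrically using coupled glutamate oxidase, HRP and Amplex Red. Substrate was added as 1 mM L-glutamine solution; incubation was 30 min at RT after an initial read.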
# HP1b binding inh = inhibitors of HP1-beta chromodomain binding to methylated histone tails; Potency, µM (titrated, usually from 114 µM), inactives show at the top dose activity change, negative = inhibition, hits mostly inhibitors; P83916; AlphaScreen HP1-beta / biotin-H3K9me3 peptide binding; 390,000 compounds, 0.56% hits; AID 540317; also: potency is read from the fitted curve at half-maximal effect; nearly all actives have a fitted effect of over 70% in size; inactives centre near 23
#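 HP1-beta protein (50 nM final) preincubated 30 min at room temperature with biotinylated H3(1-18)K9me3 peptide (50 nM) in PBS pH 7.4, 0.01% Tween-20, then compound added for 30 min. AlphaScreen streptavidin donor/nickel chelate acceptor beads (10 ug/mL final), 30 min dark, luminescence read.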
# PI4K2A inh = inhibitors of human PI4K2A. Q9BTU6. purified PI4K2A, ADP-Glo luminescence, 1 h; hits give low values. activity change, negative = inhibition, % at 76.9 µM. 420,000 compounds, 0.13% hits. AID 1346378; in the data active = activity change below about -50%; inconclusive = mostly about -30% to -49%;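 also: -100% = wells without enzyme as full effect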
#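 ADP-Glo luminescence measured ADP generated by PI4K2A enzyme (4 ug/mL before mixing) with 1.2 mM PI substrate (pre-mix) and 300 microM ATP (pre-mix). Tris pH7.5 buffer with MgCl2, Triton X-100; 1 h reaction at ambient temperature.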
# RGS4 inh = inhibitors of human regulator of G protein signaling 4. Transcreener GDP fluorescence polarization, RGS4-accelerated GTP hydrolysis. Potency, µM (series often up to 114 µM), for the others: at the top dose activity change, negative = inhibition, usual class: inhibitors. 390,000 compounds, 0.039% hits; also: potency is read from the fitted curve at half-maximal effect; % is scaled to controls: 0 for no effect and ±100 for the full control effect; nearly all actives have a fitted effect of over 75% in size; some results filed as inactive show a strong effect at the top dose
#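 MLSMR compounds (23 nl, pin-transferred) preincubated 10 min at room temperature with a 500nM (2x) first reagent, then RGS4 at 900nM (2x) plus Transcreener GDP mix added; fluorescence polarization (620/688 nm) read before and after 90 min at 30 °C.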
# JMJD2A Tudor = blocks the human JMJD2A Tudor domain | O75164 | Potency, µM (titrated, usually from 114 µM), inactives show at the top dose activity change, negative = inhibition, actives largely listed as inhibitors | AlphaScreen JMJD2A-Tudor / H3K4me3 peptide binding | 390,000 compounds, 4.4% hits; also: potency is read from the fitted curve at half-maximal effect; % is scaled to controls: 0 for no effect and ±100 for the full control effect; nearly all actives have a fitted effect of over 50% in size
# 12-LOX inh = inhibitors of human 12S-lipoxygenase ALOX12. P18054. Potency, µM (doses to about 108 µM), for the others: at the highest dose activity change, negative = inhibition, most hits filed as inhibitors. purified 12hLO, xylenol orange hydroperoxide absorbance. 580,000 compounds, 1.1% hits; also: potency is read from the fitted curve at half-maximal effect; % is scaled to controls: 0 for no effect and ±100 for the full control effect
#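 Purified human 12hLO at 150 nM in 25 mM Hepes, 0.01% Triton X-100, pH 7.0, preincubated 15 min at room temperature with compound. Reaction started with 40 uM arachidonic acid, 30 min at room temperature. Hydroperoxide measured by Fe-xylenol orange, 573/405 nm absorbance ratio.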
# * = called active by the depositor; ? = inconclusive; . = not tested or not shown; & = joins results of further samples; [ ] = another dose, or the depositor's remark. Unless noted, calls follow the shape of the dose curve; as a rule, active = well fitted curve in the direction sought with a large enough effect; inconclusive = small, poorly fitted or top-dose-only effect, or another doubt; inactive = no such curve, though single readings can be large; an effect the other way counts as inactive or inconclusive.
1) O=C(O)C1CCCN(S(=O)(=O)c2ccc3c(c2)OCCO3)C1 (configuration not stated)
2) COc1ccc(NC(=O)C2CCCN(S(=O)(=O)c3cccc4nonc34)C2)cc1OC (configuration not stated)
3) COCCCNC(=O)c1cc2c(-c3cccc(OC)c3)nn(C)c2s1
4) COc1ccc(CCN(Cc2cc3cccc(C)c3[nH]c2=O)C(=O)NC2CCCCC2)cc1OC
5) Cc1csc2ncnc(N3CCN(C(=O)Nc4ccc(OC(F)(F)F)cc4)CC3)c12
6) O=c1cc(CSc2ncn[nH]2)[nH]c2ccc(F)cc12
7) COc1cc(-c2cc(C(=O)N3CCCCCC3)c3ccccc3n2)cc(OC)c1OC
8) CC1Cc2cc(S(=O)(=O)N3CCN(c4ccccc4F)CC3)ccc2N1C(=O)C1CCC1 (configuration not stated)

entry no.	1	2	3	4	5	6	7	8
G9a inh	.	-12%	22%	-28%[59 µM]	20%	?	-43%	-10%[59 µM]
BAZ2B inh	0%	-16%	2%	-29%	-14%	5%	-2%	-3%
ERG Ets-DNA blk	11%	-2%	-2%&2%	2%	-5%	1%	-4%	0%
GLS inhibitor	9%	0%	-1%&-5%	-2%	?	-6%	-5%	4%
HP1b binding inh	39%[activator]	-22%	53%&44%[activator]	13%	39%[activator]	30%[57 µM]	41%[activator]	5%
PI4K2A inh	0	0	1&0	4	1	-19	0	-4
RGS4 inh	-6%	-8%	-18%&-5%	10%	-7%	3%	-5%	11%
JMJD2A Tudor	7%	-15%	-14%&-5%	-16%	-11%	1%	1%	-21%
12-LOX inh	?	3%	-1%&-13%	?	47%[activator]	-23%	2%	-3%

9) O=C(CCS(=O)(=O)c1ccc(Cl)cc1)NC1CCCC1
10) O=C(c1cccc(F)c1)N1CCN(S(=O)(=O)c2ccc(C(F)(F)F)cc2)CC1
11) CCOC(=O)C1(CCCc2ccccc2)CCN(Cc2cnn(C)c2)CC1
12) CC(C)NS(=O)(=O)c1ccc(OCC(=O)N(C)Cc2ccccc2)cc1
13) O=C(c1ccccc1)c1ccc(OC(=O)N2CCCC2)cc1
14) COc1ccc(N2CCN(C(=O)CNC(=O)c3ccc(C(C)(C)C)cc3)CC2)cc1
15) O=C1C(Cc2ccccc2)Nc2ncnc(N3CCN(c4ccccc4)CC3)c2N1Cc1ccccc1 (configuration not stated)
16) Cc1cccc(C(=O)N2CCC(N3CCN(Cc4ccc(F)cc4)C(=O)C3=O)CC2)c1

entry no.	9	10	11	12	13	14	15	16
G9a inh	.	6%[59 µM]	-6%	-11%[59 µM]	-2%[59 µM]	?	?	0%[59 µM]
BAZ2B inh	.	4%	2%	4%	7%	0%	?	0%
ERG Ets-DNA blk	-3%	-4%	2%	-5%	-6%	14%	13%	-3%
GLS inhibitor	3%	-16%	0%	-1%	1%	12%	1%	3%
HP1b binding inh	35%	20%	38%	12%	-5%	15%	6%	28%
PI4K2A inh	-7	-1	2	8	-5	-6	-1	-5
RGS4 inh	7%	13%	11%	25%	-19%[56.9 µM]	-51%	7%	-10%
JMJD2A Tudor	-8%	-19%	-6%	-5%	-8%[57.1 µM]	-9%	63µM*	-24%
12-LOX inh	-3%	5%	10%	-29%	-4%	43%	2%	-7%

# Structures above that have fluorine, in the order listed:
5) Cc1csc2ncnc(N3CCN(C(=O)Nc4ccc(OC(F)(F)F)cc4)CC3)c12
6) O=c1cc(CSc2ncn[nH]2)[nH]c2ccc(F)cc12
8) CC1Cc2cc(S(=O)(=O)N3CCN(c4ccccc4F)CC3)ccc2N1C(=O)C1CCC1 (configuration not stated)
10) O=C(c1cccc(F)c1)N1CCN(S(=O)(=O)c2ccc(C(F)(F)F)cc2)CC1
16) Cc1cccc(C(=O)N2CCC(N3CCN(Cc4ccc(F)cc4)C(=O)C3=O)CC2)c1

entry no.	5	6	8	10	16
G9a inh	20%	?	-10%[59 µM]	6%[59 µM]	0%[59 µM]
BAZ2B inh	-14%	5%	-3%	4%	0%
ERG Ets-DNA blk	-5%	1%	0%	-4%	-3%
GLS inhibitor	?	-6%	4%	-16%	3%
HP1b binding inh	39%[activator]	30%[57 µM]	5%	20%	28%
PI4K2A inh	1	-19	-4	-1	-5
RGS4 inh	-7%	3%	11%	13%	-10%
JMJD2A Tudor	-11%	1%	-21%	-19%	-24%
12-LOX inh	47%[activator]	-23%	-3%	5%	-7%

# (continued)
17) O=C(COC(=O)COc1ccccc1[N+](=O)[O-])NC1CCCCC1
18) CCCCN(C(=O)c1ccc(S(=O)(=O)N2CCOCC2)cc1)C1CCS(=O)(=O)C1 (configuration not stated)
19) COc1ccc(C2=NOC(Cn3nc(-c4ccccc4)cc3C(=O)NCc3cccc(Br)c3)C2)cc1 (configuration not stated)
20) Cn1nc(CC#N)c2c(=N)n(N)cnc21
21) COCCN1CCN(Cc2cn(C)nc2-c2cccc(Cl)c2)CC1
22) CSc1ccc(Cc2ccc(Cl)cc2Cl)nn1
23) O=C(Cn1c2[n+](c3ccc(C(F)(F)F)cc31)CCCCC2)Nc1c(F)cccc1F
24) CN1/C(=C\C(=O)c2cccs2)Sc2ccccc21

entry no.	17	18	19	20	21	22	23	24
G9a inh	-11%[12.7 µM]	4%[0.501 µM]	.	.	.	17%[59 µM]	24%[12.7 µM]	12%
BAZ2B inh	12%	6%	.	.	0%	8%	-2%	9%
ERG Ets-DNA blk	10%	-1%	-17%	-2%	-7%	0%	7%	15%
GLS inhibitor	-7%	0%	3%	-5%	-6%	1%	5%	1%
HP1b binding inh	17%	17%	13%	2%	35%	32%[activator]	39%	163%
PI4K2A inh	-2	0	-3	-5	-7	4	-7	-13
RGS4 inh	-23%	-5%	-7%	7%	20%	-21%	-54%	-29%
JMJD2A Tudor	6%	-8%	-11%	32µM*	-12%	19%	3%	27%
12-LOX inh	456%[activator]	?	10%	5%	3%	0%	-24%	?

25) C[C@@H](C(=O)NCc1ccc(S(C)(=O)=O)cc1)[C@@H]1C[C@@]1(C)[C@@H](NC(=O)OCc1ccccc1)c1ccccc1
26) O=C(O)/C=C/c1cn(-c2ccccc2)nc1-c1ccc(-c2ccc([N+](=O)[O-])cc2)o1
27) Cn1nccc1NC(=O)Nc1cccc([N+](=O)[O-])c1
28) O=[N+]([O-])c1ccc(N2CCN(S(=O)(=O)c3ccc(Cl)c(Cl)c3)CC2)cc1NCCN1CCOCC1
29) CC(=O)N1c2ccc(S(=O)(=O)NCC3CCC(C(=O)NC4CCCCC4C)CC3)cc2CC1C (configuration not stated)
30) COc1ccc(N2CCN(C(=O)c3ccc(C)c(NC(=O)c4ccco4)c3)CC2)cc1
31) CCOC(=O)CNC(=O)CSc1nnc(NC(=O)c2ccc3c(c2)OCO3)s1
32) CCCn1c(N)c(N(C)C)c(=O)n(CC(=O)Nc2ccc(OC(F)(F)F)cc2)c1=O

entry no.	25	26	27	28	29	30	31	32
G9a inh	?	50µM*	0%	?	8%	?	19%	-12%[12.7 µM]
BAZ2B inh	-4%	50µM*	-12%	-36%	-4%	-24%	-3%	-22%
ERG Ets-DNA blk	-16%	11%	-13%	15%	3%	1%	-17%	1%
GLS inhibitor	-2%	0%	9%	0%	10%	29%	-1%	13%
HP1b binding inh	39%	?	20%	-7%	17%	-8%	20%	29%
PI4K2A inh	2	0	10	0	0	1	0	1
RGS4 inh	-3%	-34%	23%	-19%	11%[11.4 µM]	-12%	-2%	23%
JMJD2A Tudor	-15%	45µM*	-19%	?	?	-19%	3%	-12%
12-LOX inh	-5%	-24%	0%	-15%	1%	-11%	-1%	0%

33) Clc1ccc(Cn2c(-c3cccnc3Cl)nc3ccccc32)cc1
34) O=Cc1ccc(OC(=O)c2cc(Cl)nc3ccccc23)cc1
35) CCOC(=O)c1ccc(NC(=O)COc2ccc(S(=O)(=O)NC(C)CC)cc2)cc1 (configuration not stated)
36) O=C(Nc1ccc2c(c1)OCCO2)c1cccc2nc3ccccc3nc12
37) CC(=O)Nc1ccc(NS(=O)(=O)c2ccc3c(c2)oc(=O)n3C)cc1
38) CCOc1ccc(-n2c(=O)c3c(C)c(C)sc3n(Cc3ccc(C(C)(C)C)cc3)c2=O)cc1
39) CCc1cc(=O)oc2c(C)c3c(cc12)CN(CCc1ccccc1)CO3
40) CCOc1ccc(CCNC(=O)CCNC(=O)c2ccccc2Cl)cc1OCC

entry no.	33	34	35	36	37	38	39	40
G9a inh	15%	-20%[59 µM]	11%[59 µM]	14%[0.0925 µM]	34%	?	-4%[59 µM]	16%
BAZ2B inh	0%[57.1 µM]	2%	46%[activator][57.1 µM]	?	11%	-25%	-16%	-19%
ERG Ets-DNA blk	-1%	7%	-1%	-4%	7%	-7%	-2%	3%
GLS inhibitor	-7%	0%	0%	?	16%	6%	53%[activator]	-16%
HP1b binding inh	36%	1%[57 µM]	15%	?	39%	6%	49%[activator]	44%[activator]
PI4K2A inh	11	-2	2	-1	2	-9	-18	4
RGS4 inh	6%	-5%	5%	-33%[56.9 µM]	3%	13%	5%	-13%
JMJD2A Tudor	-8%	-19%	-13%	?	6%	-22%	3%	-18%
12-LOX inh	14%	-18%	0%	-3%	8.9µM*	-2%	?	0%

# An excerpt, so the mix of outcomes need not match the whole.
